# D1 PAM: Potentiators of Human D1 Dopamine Receptor: qHTS | HEK293 TREx D1 cells, calcium flux, dopamine EC20 potentiation | actives 0.036% (n = 360,000) | AID 504651, 2011 | potentiation, % at 10 µM; in the data active = potentiation above about 30%; note: 0% is about no effect
# Target sequence (P21728 whole entry, looked up): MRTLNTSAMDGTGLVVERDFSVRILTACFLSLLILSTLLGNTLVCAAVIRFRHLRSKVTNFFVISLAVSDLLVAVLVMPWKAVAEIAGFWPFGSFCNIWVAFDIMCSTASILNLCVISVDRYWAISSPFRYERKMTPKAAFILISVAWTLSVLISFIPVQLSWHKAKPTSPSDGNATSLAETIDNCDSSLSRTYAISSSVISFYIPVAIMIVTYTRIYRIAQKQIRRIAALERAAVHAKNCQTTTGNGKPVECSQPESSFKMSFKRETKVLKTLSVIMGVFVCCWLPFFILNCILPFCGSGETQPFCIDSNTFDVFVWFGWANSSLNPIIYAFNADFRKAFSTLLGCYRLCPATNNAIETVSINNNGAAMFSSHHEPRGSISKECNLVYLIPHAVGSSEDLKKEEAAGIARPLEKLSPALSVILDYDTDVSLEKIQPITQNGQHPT
# D1 antag: Antagonist of Human D 1 Dopamine Receptor: qHTS; D(1A) dopamine receptor (Homo sapiens), P21728; actives 3.2% (n = 360,000); HEK293 TREx D1 cells, calcium flux, dopamine EC80; stronger effect = lower value; activity change, negative = inhibition, % at 10 µM; in the data active = activity change below about -30%; note: % is set by controls: 0 for no effect and ±100 for the full control effect
#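 Tetracycline-induced HEK293 Trex D1 cells, force-coupled to calcium, dye-loaded; compounds added and read 180 s, then EC80 dopamine added and calcium flux tracked kinetically another 180 s.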
# Vif-A3F inh: qHTS for Inhibitors of Vif-A3F Interactions: qHTS. Potency, µM (series often up to 46.1 µM), for inactives: top-dose activity, negative = active. actives 0.2% (n = 390,000). HeLa A3F-eYFP + Vif (tagged APOBEC3F with the HIV-1 protein that degrades it), YFP fluorescence increase; note: potency is the fitted concentration of half-maximal effect; % of control where 0% means no effect; nearly all actives have a fitted effect of over 65% in size
#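 HeLa cells stably expressing A3F-eYFP plus Vif, plated and incubated overnight at 37 deg C, then exposed to compounds overnight at 37 deg C. Blocked degradation read as raised yellow fluorescence (Ex 488/Em 500-530).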
# D2 PAM: HTS Assay for Positive Allosteric Modulators of the Human D2 Dopamine Receptor: Primary Screen for Potentiators; HEK293 T-REx D2, calcium flux, EC20 dopamine potentiation; actives 0.34% (n = 340,000); D(2) dopamine receptor (Homo sapiens), P14416; potentiation, % at 10 µM;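 active = potentiation over 3 SD above the plate norm, cut at about 30% in these data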; note: 0% is about no effect
#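 Using a no-wash calcium dye in inducible, force-coupled HEK293 Trex cells expressing D2, we tracked fluorescence each second for 180 s after compound, then for 180 s after EC20 dopamine to detect augmented signalling.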
# RXFP1 antag: qHTS Assay for Antagonists of the Relaxin Receptor RXFP1. Relaxin receptor 1 (Homo sapiens), Q9HBX9. HEK293-RXFP1, relaxin-stimulated cAMP HTRF, 30 min; stronger effect = lower value. activity change, negative = inhibition, % at 57.5 µM. actives 0.59% (n = 350,000). AID 1259400, 2018;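 active = activity change of -60% or lower, but not beyond a set lower limit; inconclusive = change between -60% and -40%, or beyond the set limit; inactive = change above -40%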; note: % is set by controls: 0 for no effect and ±100 for the full control effect
# Vif-APOBEC3G blk: qHTS for Inhibitors of Vif-A3G Interactions: qHTS; DNA dC->dU-editing enzyme APOBEC-3G (Homo sapiens), Q9HC16; HeLa A3G-eYFP + Vif (tagged APOBEC3G with the HIV-1 protein that degrades it), YFP fluorescence, overnight; Potency, µM (doses to about 46.1 µM), without a hit: top-dose activity, negative = active, most hits filed as inhibitors; actives 0.076% (n = 410,000);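 note: potency is the fitted concentration of half-maximal effect; % is set by controls: 0 for no effect and ±100 for the full control effect; nearly all actives have a fitted effect of over 60% in size; hits raise eYFP signal because A3G escapes Vif-driven loss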
# Target sequence (Q9HC16 whole entry, looked up): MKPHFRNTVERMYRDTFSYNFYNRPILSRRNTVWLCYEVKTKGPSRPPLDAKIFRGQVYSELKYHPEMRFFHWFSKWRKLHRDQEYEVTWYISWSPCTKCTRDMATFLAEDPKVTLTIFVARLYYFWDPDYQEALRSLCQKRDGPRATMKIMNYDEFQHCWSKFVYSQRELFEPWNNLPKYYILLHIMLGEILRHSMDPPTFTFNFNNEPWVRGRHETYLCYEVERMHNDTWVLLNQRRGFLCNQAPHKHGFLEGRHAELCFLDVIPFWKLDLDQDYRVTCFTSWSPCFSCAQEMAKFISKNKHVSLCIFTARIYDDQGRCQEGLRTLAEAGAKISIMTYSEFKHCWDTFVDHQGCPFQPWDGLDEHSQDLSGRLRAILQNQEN
#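 HeLa cells stably expressing Vif and C-terminally eYFP-tagged A3G, seeded overnight at 37 deg C, then exposed to compound by pintool overnight at 37 deg C. Rise in yellow fluorescence (Ex 488/Em 500-530, Acumen) marks blocked Vif-driven A3G degradation.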
# D1 ag: Allosteric Agonists of the Human D1 Dopamine Receptor: qHTS; activation, % at 2 µM; AID 504660, 2011; actives 1% (n = 360,000); HEK293 T-REx D1 cells, calcium flux, agonist mode; in the data active = activation above about 30%; note: 0% is about no effect
#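 Inducible HEK293 T-REx D1 cells, force-coupled to calcium signalling, were plated at 4000 cells/well with tetracycline and held overnight at 30 C. After no-wash calcium dye loading, compound-evoked calcium rise over 180 s flagged agonists.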
# RXFP1 ag: qHTS Assay for Agonists of the Relaxin Receptor RXFP1 | HEK293T-RXFP1 cAMP TR-FRET, 30 min; response scale: percent of porcine relaxin response, buffer zero | actives 0.3% (n = 370,000) | Potency, µM (highest dose often 57.5 µM), inactives show top-dose activation, hits mostly activators; note: potency is the fitted concentration of half-maximal effect; % is set by controls: 0 for no effect and ±100 for the full control effect; nearly all actives have a fitted effect of over 60% in size; many of its hits are not listed in these tables
#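 HEK293 cells stably expressing RXFP1, treated 30 min at 37C with compounds plus PDE4 inhibitor Ro 20174; cAMP measured by HTRF TR-FRET. Normalized to buffer and 29 nM porcine relaxin; EC50 by Hill fit.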
# GRP78 ERSR act: qHTS for Inducers of the Endoplasmic Reticulum Stress Response (ERSR) in Human Glioma: qHTS; U87-MG GRP78 promoter luciferase reporter, 16 h; Potency, µM, for inactives: top-dose activation, hits mostly activators; actives 0.02% (n = 420,000); AID 602332, 2012; note: potency is the fitted concentration of half-maximal effect; series mostly up to about 76 µM; % of control where 0% means no effect; nearly all actives have a fitted effect of over 35% in size
#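 Stably transfected U87-MG glioma cells carrying a GRP78-based luciferase sensor; 16 h compound incubation. Luminescence end-point read 10 min after Bright-Glo addition at room temperature.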
# * = called active by the depositor; u = inconclusive; x = not tested or not shown. Unless noted, calls come from the whole dose curve; as a rule, active = well fitted curve in the direction sought with a large enough effect; inconclusive = small, poorly fitted or top-dose-only effect, or another doubt; inactive = no such curve, though single readings can be large; an effect the other way counts as inactive or inconclusive.
SMILES,D1 PAM,D1 antag,Vif-A3F inh,D2 PAM,RXFP1 antag,Vif-APOBEC3G blk,D1 ag,RXFP1 ag,GRP78 ERSR act
CC(=O)C1=C(C)Nc2ncnn2C1c1cccc(O)c1 (centres undefined),-1,-22,3%,6,5,0%,6,2.5%,3%
Nc1nonc1-n1nnc(C(=O)N/N=C/c2ccoc2)c1CSc1ccc(Cl)cc1,-6,-40*,-2%,-7,0,0%,0,0.3%,-4%
COc1cccc(/C=N/NC(=O)c2cc3c(OC)ccc(OC)c3[nH]2)c1O,4,4,-2%,-14,7,-9%,3,-2.5%,-5%
O=C(Nc1ccccc1-c1nc2ccccc2[nH]c1=O)c1cccs1,-1,11,u,-5,-15,-11%,0,2.3%,-2%
COc1ccc(S(=O)(=O)N2CCN(C(=O)CCNC(=O)c3ccccc3Cl)CC2)cc1,-8,-17,1%,x,-2,1%,0,1.7%,-2%
C=CCSc1nnc(NC(=O)c2cn(CC)c3nc(C)ccc3c2=O)s1,4,9,-10%,11,-26,-10%,1,7.7%,-3%
CCOC(=O)c1ccc(NC(=O)CCc2nc3cccnc3n2Cc2cccs2)cc1,0,-6,u,0,-6,u,0,2.3%,-3%
CC1(C)Oc2ccc3ccc(=O)oc3c2/C(=N/O)C1=O,-1,12,8%,0,8,3%,2,2.2%,4%
CCOc1cc(S(=O)(=O)n2cnc(C)c2)ccc1Cl,-9,-13,u,-3,-1,9%,6,-0.1%,-1%
Cc1cccc(C)c1NC(=O)/C(C#N)=C/c1ccsc1,5,-35*,-3%,-3,-10,-5%,3,-1.2%,-6%
Cc1ccc(C)c(N2CCN(CCCNC(=O)c3ccc4nc(CCc5ccccc5)oc4c3)CC2)c1,1,2,2%,x,-1,10%,23,0.3%,-1%
CCOC(=O)C1CCN(C(=O)N(C)C)CC1,1,1,-9%,x,-9,1%,1,-1.0%,-5%
Cc1ccc(N2C(=O)[C@@H]3C(C(=O)C(c4ccccc4)c4ccccc4)=NN[C@@H]3C2=O)cc1,6,-19,0%,18,8,-1%,2,0.6%,-5%
O=c1c2ccccc2nc(/C=C/c2ccc(Br)cc2)n1CCO,x,x,6%,x,-6,-8%,x,x,1%
CCCC1C(=O)Nc2ccccc2N1C(=O)c1ccc(C(C)(C)C)cc1 (centres undefined),-6,-5,0%,-4,-39,-10%,6,0.7%,-2%
COC(=O)c1ccc(NC(=O)c2ccc(F)cc2)o1,-2,-3,4%,x,-7,-1%,7,1.0%,-1%
CCOc1ccc(C(C)NC(=O)CCC(=O)O)cc1 (centres undefined),3,4,-2%,0,7,0%,2,2.1%,-3%
CC(=O)CCc1c[nH]c2c(C(=O)O)cccc12,7,-28,-12%,1,-3,3%,1,1.4%,-2%
COc1ccc(C2=NN(Cc3c(F)cccc3Cl)C(=O)CC2)cc1,-5,0,12%,x,-15,0%,-1,-0.8%,-4%
COc1ccc(CC(=O)Nc2cc(S(=O)(=O)N3CCCCC3)ccc2C)cc1,0,3,-2%,0,-21,1%,3,-0.2%,-1%
CCN(CC)S(=O)(=O)c1ccc(N/N=C/c2cccnc2)nc1,8,-23,1%,-3,0,3%,2,-5.6%,-4%
COc1ccc(CC(=O)N2CCCc3ccccc32)cc1,-7,-19,5%,14,-4,0%,7,-0.1%,2%
Cc1ccn2cc(-c3cccc(NC(=O)C(C)C)c3)nc2c1,-7,-1,2%,x,-9,-8%,-1,3.9%,2%
Cc1ccc(C2C3=C(CCCC3=O)Nc3[nH]c(=S)[nH]c(=O)c32)cc1 (centres undefined),-6,46,-16%,-8,37,1%,2,0.8%,-2%
COc1ccc(Br)cc1CN(C)C(=O)c1ccncc1,-6,6,0%,5,10,2%,0,0.5%,0%
CCOc1ccc(Cc2nc(C)c(CC(=O)N3CCCCC3)c(=O)[nH]2)cc1,-5,6,2%,3,-7,-1%,1,1.0%,-1%
Cn1nnnc1SCc1ccc(Cl)cc1,-2,-1,5%,3,4,0%,0,2.0%,-5%
COc1ccc(-c2csc3ncn(-c4ccc(C)cc4)c(=O)c23)cc1OC,-6,-3,-23%,6,0,-6%,4,3.9%,-5%
COc1cc(C(=O)NC2=C(C#N)CCC2)cc(OC)c1OC,-7,-4,0%,-12,3,-6%,0,-2.2%,0%
COc1ccccc1NC(=O)NCC(=O)Nc1c(C)cccc1C,-8,0,2%,3,-8,1%,5,-0.1%,-5%

# An excerpt of these results, as labelled records.
CC(=O)CCc1c[nH]c2c(C(=O)O)cccc12
  D1 PAM: 7; D1 antag: -28; Vif-A3F inh: -12%; D2 PAM: 1; RXFP1 antag: -3; Vif-APOBEC3G blk: 3%; D1 ag: 1; RXFP1 ag: 1.4%; GRP78 ERSR act: -2%
COc1ccc(CC(=O)N2CCCc3ccccc32)cc1
  D1 PAM: -7; D1 antag: -19; Vif-A3F inh: 5%; D2 PAM: 14; RXFP1 antag: -4; Vif-APOBEC3G blk: 0%; D1 ag: 7; RXFP1 ag: -0.1%; GRP78 ERSR act: 2%

# Later entries:
SMILES,D1 PAM,D1 antag,Vif-A3F inh,D2 PAM,RXFP1 antag,Vif-APOBEC3G blk,D1 ag,RXFP1 ag,GRP78 ERSR act
CC1CN(c2nc3ccccn3c(=O)c2/C=C(\C#N)C(N)=O)CC(C)O1 (centres undefined),0,10,10%,-6,-2,-1%,3,28%,0%
CC(C)CNC(=O)c1ccc(Cl)c(Cl)c1,-10,2,x,7,-14,0%,1,0.2%,-1%
C#CC[N+]1(CC#Cc2cccc(C)c2)CCCCC1,-3,0,14%,-2,-2,1%,-1,0.7%,-3%
O=C(COC(=O)c1ccc([N+](=O)[O-])o1)Nc1ccc2c(c1)OCO2,x,x,6%,x,18,2%,x,x,3%
CN1CCN(c2ccc(C(F)(F)F)cc2NC(=O)Nc2ccccc2)CC1,-6,-7,-4%,8,-11,-15%,73*,1.9%,-5%
COc1ccc(OCCOC(=O)c2cccc(-n3cnnn3)c2)cc1,-2,-16,4%,7,-5,2%,1,3.1%,-5%
CCc1nnc2sc(-c3ccc(NC(=O)c4ccco4)cc3)nn12,7,-5,-19%,7,3,-5%,1,0.6%,2%
Cc1cc(Cl)cc2c(N=Nc3ccccc3C(=O)O)c(O)[nH]c12,2,-5,1%,-2,12,-1%,20,7.0%,-1%
O=C(NC(=S)Nc1cccc2cnccc12)c1ccccc1,-1,-10,2%,7,4,4%,2,2.5%,1%
CCO[C@@H]1OC(C(N)=O)=C[C@H](c2ccccc2)[C@H]1CCCO,2,4,1%,1,x,-2%,-3,0.2%,1%
COc1ccc(OC)c(S(=O)(=O)NCCc2ccccc2)c1,-3,-1,-8%,-7,-2,2%,5,4.2%,-1%
COc1ccc(N2CCN(c3oc(/C=C/c4cccc(OC)c4)nc3C#N)CC2)cc1,1,4,-9%,-2,0,-6%,1,-5.5%,-4%
CCCCOc1ccc(C(=O)Nc2ccc3c(c2)C(=O)NC3=O)cc1,-5,-2,3%,1,x,1%,4,5.2%,-4%
CCCn1c(/N=C/c2c[nH]c3ccccc23)nc2ccccc21,-5,-8,-4%,-5,-13,-5%,4,3.1%,6%
Cc1cccc(NC(=O)c2ccccc2NC(=O)c2ccccc2)n1,1,3,-19%,-5,-6,-9%,4,4.8%,-2%
COc1ccc(OC)c(-c2csc(NC(=O)COC(=O)C3CC3)n2)c1,-8,7,-4%,x,10,2%,0,1.5%,-4%
COc1ccccc1Cn1c(C(C)C)nc2ccccc21,1,-1,3%,-1,-14,4%,1,0.7%,-3%
CCOC(=O)C1(Cc2ccccc2C(F)(F)F)CCN(CC(O)CO)CC1 (centres undefined),1,14,3%,-2,u,-2%,3,2.5%,-5%
COCCN(C(=O)c1csnn1)C(C(=O)NC1CCCCC1)c1ccccc1 (centres undefined),x,12,-16%,0,u,2%,4,-0.7%,-2%
O=C(CSc1nc(-c2ccccc2)nc2c1Cc1ccccc1O2)Nc1ccc(C(=O)O)cc1,4,-5,-2%,14,-31,-3%,5,4.5%,-1%
S=C(Nc1ccccc1)N1CCCN1c1ccccc1,-4,17,4%,1,3,1%,1,-0.7%,0%
COc1ccccc1NC(=O)CSc1nnc(NC(=O)NC2CCCCC2)s1,1,x,-10%,-6,-9,1%,6,1.2%,-1%
CC1CCN(C(=O)COC(=O)/C=C/c2ccc([N+](=O)[O-])cc2)CC1,x,x,10%,x,-15,8%,x,x,-1%

# Compounds shown so far with bromine:
SMILES,D1 PAM,D1 antag,Vif-A3F inh,D2 PAM,RXFP1 antag,Vif-APOBEC3G blk,D1 ag,RXFP1 ag,GRP78 ERSR act
O=c1c2ccccc2nc(/C=C/c2ccc(Br)cc2)n1CCO,x,x,6%,x,-6,-8%,x,x,1%
COc1ccc(Br)cc1CN(C)C(=O)c1ccncc1,-6,6,0%,5,10,2%,0,0.5%,0%

# Some of the compounds tested; count on the stated rates, not on these rows.
